Screens deposited in PubChem BioAssay by several laboratories.
GAA850 FXN act – activators of GAA850 frataxin (FXN) promoter | activation, % at 6 µM | AID 540364 | HEK293 lucGAA850 FXN promoter luciferase reporter, 24 h; percent of 10 µM SAHA response | actives 0.56% (n = 360,000);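 active = activation above the average of all compounds screened plus 3 SD, cutoff fixed separately per campaign, cut at about 7.5% in these data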;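 also: 0% = DMSO wells and 100% = 10 µM SAHA wells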
DAX1 inh-1 – inhibits human nuclear receptor DAX1; HEK293 Gal4-DAX1 luciferase reporter, luminescence; inhibition, % at 6.75 µM; P51843; actives 0.99% (n = 340,000); AID 504766;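 active = inhibition above the mean over all tested compounds plus 3 SD, cut at about 4.2% in these data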;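 also: 0% = DAX1-transfected cells with DMSO and 100% = empty-vector control cells with DMSO; inhibition shows as a rise in luminescence from relieved DAX1 repression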
Target sequence (P51843 207-470 limits assumed): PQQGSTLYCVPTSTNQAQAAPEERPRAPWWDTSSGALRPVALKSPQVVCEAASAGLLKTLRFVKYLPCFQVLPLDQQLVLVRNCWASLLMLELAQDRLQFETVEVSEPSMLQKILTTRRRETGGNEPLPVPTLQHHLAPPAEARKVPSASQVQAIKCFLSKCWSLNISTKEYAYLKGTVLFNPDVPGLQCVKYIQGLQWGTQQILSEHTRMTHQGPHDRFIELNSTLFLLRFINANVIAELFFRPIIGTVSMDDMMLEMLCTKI
PG9 binder – binds the HIV-1 gp120 antibody PG9 | AID 624416 | inhibition, % at 6.7 µM | actives 0.43% (n = 360,000) | TR-FRET gp120-PG9 antibody binding; in the data active = inhibition above about 8.5%
HGIII-sPLA2 inh – Blocks human group III sPLA2 activity; QFRET BODIPY PC-A2 liposome hydrolysis, fluorescence; AID 743126; inhibition, % at 12.2 µM; actives 0.56% (n = 370,000); Q9NZ20;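 active = inhibition above mean plus 3 SD of compounds lying within the high and low control bounds, cut at about 19% in these data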;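 also: 0% = median of test compound wells and 100% = no enzyme DMSO wells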
Target sequence (Q9NZ20 whole entry, looked up): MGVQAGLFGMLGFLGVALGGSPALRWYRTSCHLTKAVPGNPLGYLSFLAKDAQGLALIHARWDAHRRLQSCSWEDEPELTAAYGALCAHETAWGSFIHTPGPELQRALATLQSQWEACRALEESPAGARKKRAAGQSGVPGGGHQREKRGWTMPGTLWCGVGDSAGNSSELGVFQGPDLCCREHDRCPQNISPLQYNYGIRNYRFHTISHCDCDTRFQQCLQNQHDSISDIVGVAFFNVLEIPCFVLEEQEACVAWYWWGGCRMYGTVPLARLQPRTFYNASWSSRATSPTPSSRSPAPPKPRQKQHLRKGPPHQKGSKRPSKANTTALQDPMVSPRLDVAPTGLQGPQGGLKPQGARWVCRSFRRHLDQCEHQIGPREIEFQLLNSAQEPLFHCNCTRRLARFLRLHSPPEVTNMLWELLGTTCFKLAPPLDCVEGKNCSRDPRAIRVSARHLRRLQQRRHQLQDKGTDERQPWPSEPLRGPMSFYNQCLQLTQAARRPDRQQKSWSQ
hgDAF-12 ag – activates the H. glycines DAF-12 receptor ligand-binding domain. HEK293 GAL4-hgDAF12 UAS-luciferase reporter, agonist luminescence; normalized to butyrate control. activation, % at 6.8 µM. actives 1.8% (n = 370,000). AID 687014;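 active = activation above a cutoff set at the mean of all screened compounds plus 3 SD, cut at about 10% in these data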;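 also: 0% = DMSO wells and 100% = sodium butyrate wells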
DAX1 inh-2 – inhibitors of DAX1 repression of SF-1 activated StAR promoter; inhibition, % at 6.8 µM; AID 652010; actives 1.1% (n = 370,000); HEK293T StAR-luciferase reporter, SF-1/DAX-1 repression relief;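 active = inhibition above the mean over all tested compounds plus 3 SD, cut at about 3.6% in these data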;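 also: 0% = DAX-1 cells with DMSO and 100% = cells lacking DAX-1 with DMSO; higher inhibition means more luminescence from relief of DAX-1 repression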
PLC-beta3 inh – blocks human PLC-beta3 enzyme activity. Q01970. Purified PLC-beta3, fluorogenic substrate, fluorescence. inhibition, % at 12.2 µM. actives 0.18% (n = 370,000); in the data active = inhibition above about 11%;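 also: 0% = median of compound wells on plate and 100% = full blocker control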
ssDAF12 agonist – S. stercoralis DAF-12 activation, primary screen; activation, % at 6.8 µM; HEK293 ssDAF-12/GRIP1 lit1-tk-luc reporter, luminescence; % of 3 µM dafachronic acid response; actives 1% (n = 370,000);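 active = activation above the mean over all tested compounds plus 3 SD, cut at about 0.9% in these data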;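 also: 0% = DMSO-only wells and 100% = 3 µM delta7-dafachronic acid wells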
Rev-erbA mod – modulators of human Rev-erb alpha DNA binding | P20393 | Rev-erbα–FITC-DNA binding, fluorescence polarization, 90 min | activity, % at 10 µM | actives 0.79% (n = 370,000);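 active = activity above about 14%, limit read from the data; passing the limit was not always enough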;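 also: 0% = DMSO wells with 35 nM protein and 100% = DMSO wells with 750 nM protein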
SMARCA2 act – increases SMARCA2 function in MMTV reporter cells. MG213 cells, MMTV-luciferase reporter, dexamethasone, overnight. activation, % at 9.1 µM. AID 652017. actives 1% (n = 370,000); in the data active = activation above about 7.8%;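 also: 0% = vehicle wells and 100% = reference activator wells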
hcDAF-12 act – H. contortus DAF-12 activation, primary screen | actives 1.4% (n = 370,000) | AID 652067 | activation, % at 6.8 µM | HEK293 hcDAF-12 lit1-tk-luc reporter, luminescence; 0% DMSO, 100% Δ7-dafachronic acid;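 active = activation above the mean of all tested compounds plus 3 SD, cut at about 5.5% in these data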;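 also: 100% = response to 3 µM Δ7-dafachronic acid high control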
The depositor's hits bear a star; i = inactive; nt = no result given; & = joins results of further samples.

SMILES | GAA850 FXN act | DAX1 inh-1 | PG9 binder | HGIII-sPLA2 inh | hgDAF-12 ag | DAX1 inh-2 | PLC-beta3 inh | ssDAF12 agonist | Rev-erbA mod | SMARCA2 act | hcDAF-12 act
Cc1cccc(NC(=O)c2sc3nc(-c4ccccc4)cn3c2C)n1 | 6.8 | -2.5 | -1.2 | 0 | -1.6 | -1.7 | -59 | -1.7 | 0 | -1 | -5.2
C/C(=N/NC(=O)c1ccc2c(c1)OCCO2)c1ccc([N+](=O)[O-])cc1 | 1.5 | 1.4 | -0.5 | 23* | 2.8 | -0.1 | 3 | -0.9 | -9 | -3 | 2.5
CC(=O)Nc1ccc(S(=O)(=O)N(C)CC(=O)OC(C)C(=O)NC2CCCCC2)cc1 (configuration not stated) | 0.3 | -0.5 | 1.3 | 8 | -1.8 | 0.4 | -12 | -0.6 | -2 | -1 | -1.3
CC(=O)N1CCCc2cc(S(=O)(=O)NC(C(=O)NC3CCCCC3)C(C)C)ccc21 (configuration not stated) | 1.1 | -0.8 | -0.7 | 7 | -0.4 | -0.4 | -4 | -0.6 | 2 | -2 | -0.1
O=C(O)Cc1ccc(NC(=O)c2ccc3c(c2)C(=O)N(Cc2ccco2)C3=O)cc1 | 0.6 | -0.6 | -1.2 | -5 | 1.4 | 1.4 | -5 | -0.9 | -10 | 2 | -0.8
CCc1cc(C(=O)O)c(NC(=O)/C=C/c2ccc(OC)cc2)s1 | 1.5 | 1.4 | 2.1 | -4 | 9.5 | 2.3 | -83 | 0.0 | 5 | 13* | 4.8
CCOC(=O)C1=C2c3cc(OC)c(OC)cc3CC(C)(C)N2C(=O)C1=O | 0.3 | 1.0 | -0.2 | 5 | 0.0 | -0.7 | -121 | -1.3 | 4 | 3 | -4.1
CCN1C[C@@H]2[C@@H]3C(=O)N(Cc4ccccc4)C(=O)[C@@H]3[C@](Cc3ccccc3)(C1=O)N2C(=O)c1ccc(C(F)(F)F)cc1 | -0.9 | 0.8 | 0.5 | 6 | -1.4 | 0.1 | -5 | -1.4 | -2 | -1 | 1.3
CN(CC(=O)N1CCN(C2CCCCC2)CC1)S(=O)(=O)c1cccc2nsnc12 | 2.0 | 2.5 | 1.9 | 5 | 1.1 | -0.4 | 0 | -1.3 | 1 | -4 | -0.9
CN(CCOc1ccc(Cl)cc1)C(=O)c1cc(S(=O)(=O)N2CCOCC2)ccc1N1CCCC1 | -0.2 | -1.2 | -0.2 | -7 | -4.2 | -1.7 | -8 | -1.7 | -7 | -2 | -3.0
CCN(C(=O)COC(=O)CCCc1c[nH]c2ccccc12)c1c(N)n(Cc2ccccc2)c(=O)[nH]c1=O | -1.8 | 0.3 | 1.4 | -53 | 4.9 | -1.5 | -3 | -0.5 | -3 | -1 | 1.3
COCC(C)n1c(SCC(=O)NC(=O)NC2CCCC2)nc2ccccc2c1=O (configuration not stated) | 0.8 | -0.1 | -0.1 | 6 | -4.0 | 0.5 | -10 | -1.2 | 6 | -2 | 4.2
CC(C)CCNC(=O)c1cc(-c2ccncc2)nc2ccc(S(=O)(=O)N3CCOCC3)cc12 | -1.5 | 0.0 | 2.0 | 3 | -0.1 | 0.0 | 0 | -0.8 | 0 | -1 | -1.6
CCCS(=O)(=O)N1CCN(C(=O)COc2ccc(OC)cc2)CC1 | 0.4 | 2.0 | -2.3 | 2 | -0.9 | -0.8 | 5 | -1.1 | 5 | -3 | 0.5
CCCCNc1c(-c2ccc(OC)c(SC(C)CC)c2)nc2ccc(C)cn12 (configuration not stated) | -3.4 | -2.6 | 2.0&1.9 | 5&2 | -1.5&3.1 | -1.9&-1.3 | i | -1.9&-1.1 | 1&-6 | -2&-5 | -3.9&-1.1
CCOc1ccc2[nH]c3c(N4CCN(C(=O)c5ccco5)CC4)ncnc3c2c1 | -0.8 | nt | -1.3 | -2 | -1.9 | -1.5 | i | -0.8 | 3 | -2 | -1.6
Cc1ccc(C(=O)N(CC(=O)NC2CCCCC2)c2ccccc2C)s1 | 0.7 | -0.9 | -0.3 | 2 | 1.7 | -0.8 | 2 | -1.8 | 2 | 5 | -2.0
COCCCNCCOCCOc1ccc(Cl)cc1C(C)(C)C | 1.9 | -1.1 | 0.1 | 11 | -0.9 | 0.0 | 4 | -0.7 | -2 | -5 | -0.1
COCCNC(=O)COC(=O)c1ccc(OCC(=O)Nc2ccccc2OC)c(OC)c1 | 0.5 | -1.1 | -1.6 | 7 | 1.0 | 0.2 | 4 | -0.8 | 2 | -3 | -0.8
C/C(=N\O)c1ccc2c(c1)OCCO2 | -0.4 | -1.7 | -1.7 | -4 | 3.5 | 0.3 | -2 | -1.9 | -3 | 0 | 2.1
CC(C)c1ccc(OC(=O)NCCO)cc1 | 0.6 | 1.7 | -0.7 | 3 | 3.8 | 0.5 | 3 | -0.9 | -4 | 3 | 0.1
N#Cc1ccc(CN2CCN(C(=O)c3ccc(S(=O)(=O)NCc4ccco4)cc3)CC2)cc1 | 0.1 | -1.1 | -1.2 | -5 | -1.7 | -3.8 | -5 | -1.1 | -9 | -3 | -2.1
O=C1c2ccccc2C(=O)N1c1ccc(Cl)cn1 | -0.8 | -0.4 | -1.2 | -1 | -3.0 | -0.1 | 1 | -1.1 | 2 | 8.1* | -1.1
CC(=O)NC1C(=O)N=C(SCC(=O)Nc2ccc(C(F)(F)F)cc2Cl)NC1=O (configuration not stated) | -0.3 | 0.3 | -2.4 | 1 | 3.4 | -1.8 | 1 | -1.0 | 5 | 0 | 2.0
CC(C)c1ccccc1NS(=O)(=O)N(C)C | 1.5 | 1.2 | -0.3 | 3 | 0.7 | -0.4 | 2 | -0.7 | 6 | 3 | 0.0
Later entries.
SMILES | GAA850 FXN act | DAX1 inh-1 | PG9 binder | HGIII-sPLA2 inh | hgDAF-12 ag | DAX1 inh-2 | PLC-beta3 inh | ssDAF12 agonist | Rev-erbA mod | SMARCA2 act | hcDAF-12 act
Cc1cccc(NC(=O)CN(C)C(=O)C2CC2)c1C | -0.3 | 0.6 | 2.9 | 9 | -1.4 | 1.7 | -7 | -0.3 | -3 | -3 | 0.1
CN(Cc1ccccc1)c1nc(N)nc(Cl)c1C=O | -1.9 | 0.6 | -0.9 | 3 | -0.9 | 0.7 | -7 | -1.3 | -3 | 4 | -0.6
O=C(CN(c1ccc(Cl)c(Cl)c1)S(=O)(=O)c1ccccc1)N1CCc2ccccc2C1 | -1.4 | 0.9 | 1.4 | 1 | 0.7 | -0.1 | 2 | -1.0 | 7 | -2 | 0.2
COc1ccc(CN(C(=O)c2cc3ccccc3oc2=O)C2CCS(=O)(=O)C2)cc1 (configuration not stated) | -0.2 | 1.0 | -1.7 | -7 | 0.7 | -0.3 | -4 | -0.7 | 6 | 3 | 2.5
CCCn1c(N)c(C(=O)COC(=O)CCNS(=O)(=O)c2ccccc2F)c(=O)[nH]c1=O | 1.3 | -1.1 | -0.3 | -5 | -1.4 | 0.9 | -1 | -1.0 | -2 | -2 | -0.2
CC1CCC2(CC1)NC(=O)N(CC(=O)Nc1cccc(C#N)c1)C2=O (configuration not stated) | -1.6 | 1.7 | -2.1 | 13 | 1.3 | 0.0 | -4 | -1.2 | -1 | -3 | -1.3
CCCCNC(=O)C[C@H]1C[C@@]2(C(=O)OC)C(=C[C@H](COCc3ccccc3)O[C@@H]2C)N(CCC2=CCCCC2)C1=O | nt | nt | 1.6 | -4 | -0.1 | 0.6 | 4 | -1.3 | 1 | -2 | 1.5
Cc1cc(=O)oc(C)c1C(=O)OCC(=O)c1ccc(Cl)c(Cl)c1 | 1.3 | -1.4 | -2.0 | -27 | 1.3 | 0.0 | -4 | -1.8 | -2 | 0 | -1.9
COCCN(C(=O)CCC(=O)Nc1cc(C)on1)C(C(=O)NC(C)(C)C)c1ccc(OC)cc1 (configuration not stated) | -1.3 | 0.9 | -0.1 | 7 | -1.1 | -0.3 | -7 | -1.0 | -1 | -1 | -2.0
Nc1nnc(C(F)(F)F)s1 | 1.9 | -0.5 | 0.6 | 2 | 1.6 | -0.6 | -4 | -2.2 | 0 | -1 | 0.6
O=C(OC(C(=O)NCc1ccccc1)c1ccccc1)c1ccco1 (configuration not stated) | 2.4 | 0.6 | 0.7 | -2 | 0.9 | -0.2 | -5 | -1.1 | 7 | -2 | -0.5
CCOC(=O)c1c(-c2ccccc2)cn2c(C)cc(C)nc12 | 4.6 | 0.1 | 0.2 | -2 | 12* | 1.0 | i | -1.0 | -9 | 7 | -0.1
COc1ccc(OCc2n[nH]c(=S)n2-c2ccc(C)cc2)cc1 | 1.6 | 0.9 | 2.0 | 17 | -0.8 | -0.1 | 5 | -1.2 | -2 | -2 | -1.4
C=CCn1c(SCC(=O)Nc2sccc2C(N)=O)nc2sc(C)c(C)c2c1=O | 7.4 | -0.4 | -0.1 | -15 | -4.7 | -0.5 | -2 | -2.1 | -2 | -3 | -2.9
CC(NC(=O)C1CCC(C(C)(C)C)CC1)C(c1ccccc1)N1CCOCC1 (configuration not stated) | 2.9 | 0.8 | 1.0 | 3 | -1.1 | -0.6 | 0 | -2.0 | -2 | -3 | 0.3
O=C(O)C1CCCCC1C(=O)NCCCN1CCCC1=O (configuration not stated) | -2.0 | 0.8 | -1.9 | -3 | 0.5 | 0.2 | -3 | -1.0 | 0 | -1 | -1.5
Cc1nc2ccc(NC(=O)c3ccc([N+](=O)[O-])cc3)cc2s1 | 2.8 | -0.1 | -0.2 | 16 | 0.4 | 0.1 | 1 | -1.9 | 1 | 0 | -0.5
COc1ccc(NC2CCCN(C(=O)c3ccc(C)nc3)C2)cc1 (configuration not stated) | 3.1 | 0.3 | -2.4 | 1 | -0.2 | 0.9 | -7 | -1.0 | 2 | 0 | -1.0
COCCNC(=S)N(C)[C@H]1C[C@H]2c3[nH]c4c(-c5cccc(C)c5)cccc4c3CCN2C[C@H]1[C@H](C)O | nt | nt | nt | -1 | 1.3 | -1.1 | i | -1.5 | 14 | -2 | -2.6
O=C1C2C(c3cccc(/C=C/c4ccccc4)c3)CC=CC2C(c2ccc(C(F)(F)F)cc2)N1Cc1ccccc1 (configuration not stated) | 1.1 | 0.5 | -1.1 | 4 | 2.3 | 1.2 | 1 | -0.9 | 5 | 2 | 0.1
CCCCCCCCN1C(=O)[C@H](CC(=O)NCc2cccc3ccccc23)C[C@@]2(C(=O)OCC)CCC=C12 | nt | nt | 0.7 | -14 | -1.7 | 2.6 | 0 | -0.3 | 2 | -4 | -1.7
CCOc1nc(SCCOc2ccc(Cl)cc2Cl)nc(N(C)C)n1 | 0.8 | -0.7 | -1.1 | 9 | -0.2 | 0.2 | -5 | -0.7 | 6 | -5 | 0.2
CCC(C)(C)n1nnnc1C(C(C)C)N1CCN(C(=O)c2ccco2)CC1 (configuration not stated) | -1.4 | 0.8 | -0.6 | 4 | -1.0 | 0.2 | -8 | -1.0 | -1 | -2 | -0.4
C=CCOc1ccc(CN(C)C(=O)C2CCCO2)cc1 (configuration not stated) | 0.3 | 0.6 | 0.7 | 0 | 2.1 | 0.3 | -9 | -0.9 | 3 | 1 | -0.1
Cc1cccc(NC(=O)Cn2nc(-c3ccco3)ccc2=O)c1C | 3.2 | -0.3 | -0.8 | 1 | -0.1 | 0.2 | -178 | -1.3 | -7 | -2 | 0.1
